MEX-5 binding – C. elegans MEX-5 TCR-2 RNA binding activity | Q9XUB2 | MEX-5/FITC-TCR2 RNA binding, fluorescence polarization; hits give low values | activity score (negative = inhibition of binding), % at 10 µM | 300,000 compounds, 0.38% hits;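 active means inhibition past about -25% in most replicates, and total fluorescence under double the plate's negative control median, limit read from the data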;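 further: 0% = DMSO and -100% = 5 µM competing unlabeled TCR2 RNA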
CR mimetic SO – yeast age-related superoxide inhibition as caloric restriction mimetic. S. cerevisiae aged cells, superoxide DHE fluorescence; hits give low values. superoxide response (% of plate mean), % at 10 µM. 330,000 compounds, 0.18% hits. AID 2690;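 active means superoxide response under a set limit, about three screen SD below normal, cut at about 65% in these data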;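 further: yeast aged for seven days with compound at 30 °C before DHE staining; 100% = average MFI of all compound-treated wells on the plate with controls excluded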
GRK2 inh – inhibitors of human GRK2 displacing RNA aptamer | P25098 | bead flow cytometry, FAM-aptamer displacement from GRK2 | inhibition of aptamer binding, % at 10 µM | 330,000 compounds, 0.59% hits | AID 488847;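 active means inhibition of aptamer binding above 40%, roughly 3 SD of noise, on plates passing a quality check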;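 further: median bead fluorescence of bound FAM aptamer so fluorescent compounds give negative values; no value below 0 was filed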
Target sequence (P25098 whole entry, looked up): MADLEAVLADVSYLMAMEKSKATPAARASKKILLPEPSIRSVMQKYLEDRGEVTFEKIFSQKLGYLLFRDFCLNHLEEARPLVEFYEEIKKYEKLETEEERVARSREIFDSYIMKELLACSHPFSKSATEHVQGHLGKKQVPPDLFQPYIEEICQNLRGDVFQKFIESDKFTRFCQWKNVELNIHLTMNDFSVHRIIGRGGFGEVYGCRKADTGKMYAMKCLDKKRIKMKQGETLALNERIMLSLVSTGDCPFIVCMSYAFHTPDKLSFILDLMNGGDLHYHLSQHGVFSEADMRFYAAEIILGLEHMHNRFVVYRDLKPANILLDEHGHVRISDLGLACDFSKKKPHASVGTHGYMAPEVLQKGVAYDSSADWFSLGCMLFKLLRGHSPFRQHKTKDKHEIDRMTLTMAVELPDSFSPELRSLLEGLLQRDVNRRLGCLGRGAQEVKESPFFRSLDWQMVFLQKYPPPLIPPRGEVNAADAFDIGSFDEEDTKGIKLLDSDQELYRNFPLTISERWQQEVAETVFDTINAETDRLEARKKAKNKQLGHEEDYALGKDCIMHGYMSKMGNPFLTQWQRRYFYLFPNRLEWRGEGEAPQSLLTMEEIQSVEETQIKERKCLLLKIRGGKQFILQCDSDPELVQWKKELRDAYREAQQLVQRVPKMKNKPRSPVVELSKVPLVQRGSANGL
CIT2-GFP yeast – yeast TOR pathway CIT2-GFP modulation. S. cerevisiae CIT2-GFP strain, flow cytometry, 3 h; 100 means same as DMSO wells. GFP response vs DMSO, % at 10 µM. 320,000 compounds, 0.065% hits. AID 2029;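 active means GFP response relative to DMSO above a set limit, near the screen mean plus 3 SD, cut at about 150% in these data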;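 further: ratio of well median GFP fluorescence to mean of DMSO wells on the plate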
GLD-1 TGE inh – GLD-1-TGE RNA interaction inhibition (C. elegans); Q17339; purified GLD-1 + fluorescein TGE RNA, fluorescence polarization; inhibition, % at 5.96 µM; 320,000 compounds, 0.44% hits; AID 2280;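 active means percent inhibition above a per-plate cutoff, the plate mean of test compounds plus 3 SD, cut at about 30% in these data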;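 further: 0% = DMSO wells with GLD-1 and probe and 100% = wells lacking GLD-1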
MCL1-BIM inh – MCL1-BIM-BH3 interaction inhibition (human) | Q07820 | GST-MCL1 / FITC-Bim-BH3 fluorescence polarization | inhibition, % at 10.9 µM | 320,000 compounds, 0.68% hits | AID 2057;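 active means inhibition above the mean inhibition of all tested compounds plus 3 SD, set per campaign, cut at about 40% in these data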;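 further: 0% = DMSO wells and 100% = unlabeled Bim-BH3 peptide control; higher means more loss of mP so more displacement of Bim peptide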
VLA-4 inh – inhibition in a human VLA-4 binding assay | inhibition, % (about 7 µM as worked out from the volumes in the protocol) | 330,000 compounds, 0.2% hits | P13612 | VLA-4 expressing cells, ligand binding flow cytometry; in the data active means inhibition above about 50%
Bcl-xL primary – blocks human Bcl-xL binding to Bim BH3 peptide | inhibition, % at 10.9 µM | Q07817 | 320,000 compounds, 0.7% hits | GST-Bcl-xL / FITC-Bim BH3 peptide fluorescence polarization;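 active means inhibition above the mean of all tested compounds plus 3 SD, cutoff set per campaign, cut at about 30% in these data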;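 further: 0% = DMSO wells and 100% = unlabeled Bim-BH3 peptide competitor; inhibitors lower millipolarization by displacing the labeled peptide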
Target sequence (Q07817 whole entry, looked up): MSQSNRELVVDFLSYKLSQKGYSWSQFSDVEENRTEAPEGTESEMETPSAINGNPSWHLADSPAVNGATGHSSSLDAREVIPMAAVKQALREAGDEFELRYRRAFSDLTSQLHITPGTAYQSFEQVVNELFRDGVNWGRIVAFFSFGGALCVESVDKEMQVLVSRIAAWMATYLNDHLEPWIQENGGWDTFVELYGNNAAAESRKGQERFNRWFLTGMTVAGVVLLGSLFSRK
AGP1 TOR yeast – modulators of TOR pathway AGP1-GFP in S. cerevisiae; S. cerevisiae AGP1-GFP multiplex flow cytometry, 3 h; GFP as percent of DMSO wells; GFP response vs DMSO, % at 10 µM; 320,000 compounds, 0.02% hits; AID 2066;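 active means GFP response relative to DMSO above a set limit, near screen average plus 3 SD, cut at about 150% in these data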;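 further: median GFP channel fluorescence of the gated AGP1 strain per well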
* hit, by the source's call; nt = no result given.

#	smiles	MEX-5 binding	CR mimetic SO	GRK2 inh	CIT2-GFP yeast	GLD-1 TGE inh	MCL1-BIM inh	VLA-4 inh	Bcl-xL primary	AGP1 TOR yeast
1	COCCN(CCOC)C(=O)CSc1ccc(S(=O)(=O)N2CCN(C)CC2)cn1	nt	96	2	86	1	-3	15	3	95
2	COc1ccc(NC(=O)c2c(C(F)(F)F)nn(C)c2SCc2ccccc2Cl)cc1	-0.7	121	0	100	2	-3	15	0	106
3	O=C(NCCc1ccc(Cl)cc1)c1ccc2ccccc2n1	-2.3	101	4	95	2	-2	-7	14	103
4	COc1ccc2cc(CCNC(=O)c3ccc(S(=O)(=O)N4CCOCC4)cc3)c(=O)[nH]c2c1	-0.1	114	3	93	7	-3	-19	-1	100
5	O=C(Cn1ncc2c3ccccc3n(Cc3cccc(Cl)c3)c2c1=O)NCc1ccccn1	nt	125	1	95	-70	-71	5	-45	96
6	Cn1c(CNC(=O)c2ccccc2F)nnc1SCC(=O)NCc1ccccc1	1.6	104	0	95	0	3	-2	2	92
7	c1ccc(-c2nnc(CSc3nnc(-c4ccncc4)n3Cc3ccco3)o2)cc1	1.6	115	3	99	-9	-14	4	-7	101
8	COc1cccc(CN(C)C(c2ccccc2)c2ccccc2)c1OC	1.9	103	1	108	0	-2	13	2	94
9	Cc1cccc(N2CCN(C(=O)c3c(Cl)cnn3C)CC2)c1C	2.2	98	0	91	2	-5	14	-3	98
10	O=C(Nc1cc(S(=O)(=O)N2CCOCC2)ccc1O)c1ccco1	0.9	116	2	109	1	6	-15	6	110
11	COc1ccccc1N1CCN(C(=O)c2cc(-c3ccc(Br)cc3)on2)CC1	-0.9	101	2	120	2	1	-19	3	109
12	NCCc1nnc(SCc2ccccc2)o1	0.4	93	0	103	0	-2	12	2	103
13	NC(=O)NC(=O)COC(=O)/C=C/c1cccc(Br)c1	1.6	105	0	84	-8	-4	12	1	91
14	CC(=O)NCCOc1c(C)cc(S(N)(=O)=O)cc1C	0.3	100	0	99	6	-3	6	-5	88
15	Cc1ccc(CNc2ccc3c(c2)ncn3C)cc1	-3.6	110	2	102	6	9	7	6	103
16	CC(=O)c1cccc(NC(=S)Nc2cccc3ccccc23)c1	0.1	106	5	100	6	5	0	7	97
17	CCN(C(=O)COC(=O)c1cc([N+](=O)[O-])ccc1N1CCCCC1)C1CCS(=O)(=O)C1 (centres undefined)	1.8	81	1	99	4	2	4	3	100
18	CCN(Cc1ccccc1)S(=O)(=O)c1ccc(F)cc1	-1.5	91	1	100	0	-3	4	2	102
19	Cc1ccc(NC(=O)CCNS(=O)(=O)c2ccc(Br)cc2)cc1S(=O)(=O)N1CCOCC1	-3.8	83	2	95	5	1	-8	-2	98
20	C#CCN1C(=O)S/C(=C/c2cc(C)n(CC)c2C)C1=O	-3.3	82	0	95	-1	11	15	9	88

Next part
#	smiles	MEX-5 binding	CR mimetic SO	GRK2 inh	CIT2-GFP yeast	GLD-1 TGE inh	MCL1-BIM inh	VLA-4 inh	Bcl-xL primary	AGP1 TOR yeast
21	O=C(OC1CCOC1=O)c1cc(-c2cccs2)nc2ccccc12 (centres undefined)	-0.6	99	2	87	-2	-5	-2	-2	91
22	COc1ccc(CN2C3CCCC2CC(NC(=O)/C=C/c2ccccc2)C3)cc1 (centres undefined)	3.7	82	0	104	6	-1	2	2	81
23	CNc1ccccc1C(C)(C)c1ccn[nH]1	-0.8	98	0	nt	-7	-4	-56	2	96
24	CC1(C)CC(=O)C(c2c[nH]c3ccccc23)C(=O)C1	-0.5	101	0	98	8	1	12	8	96
25	C=CCNC(=O)c1cccc2c1C(=O)c1ccc(N3CCCC3)cc1S2(=O)=O	nt	120	0	94	43*	nt	1	nt	99
26	CCCCCCCc1c(C#N)c(N)[nH]c(=S)c1C#N	0.1	100	0	94	7	4	4	12	104
27	C[C@@H]1CN([C@H](C)CO)C(=O)Cc2cc(NC(=O)Nc3ccccc3)ccc2O[C@@H]1CN(C)C(=O)Nc1ccc2c(c1)OCO2	nt	120	3	nt	-3	nt	10	nt	nt
28	O=C(c1ccc2ccccc2c1)C1CCCN(C(=O)c2noc3c2CCCC3)C1 (centres undefined)	-3.0	109	1	90	1	1	1	6	92
29	C#CCSc1ncc(-c2ccccc2)cn1	-2.8	99	0	99	5	7	6	3	96
30	COc1ccc(C2NC(=O)C(C)S2)cc1 (centres undefined)	1.1	102	2	98	-2	4	3	5	97
31	CCOc1ccc(N(CC)C(=O)CCNC(=O)Cn2ccc3ccccc3c2=O)cc1	1.1	98	0	93	6	-2	7	4	98
32	COCCCN(C(=O)CCOc1ccc(C)cc1)c1c(N)n(Cc2ccccc2)c(=O)[nH]c1=O	-1.7	106	7	94	13	-4	50*	1	96
33	O=C(CC1OC(=O)c2ccccc21)Nc1cc(Cl)ccc1N1CCOCC1 (centres undefined)	nt	112	4	101	11	nt	11	nt	103
34	CCOc1ccccc1NC(=O)CCC(=O)Nc1ccc2nc(N3CCN(C)CC3)cc(C)c2c1	1.4	92	0	99	-2	5	-9	4	96
35	Cc1cc(-n2c(C)cc(C(=O)CSc3nc4ccccc4c(=O)n3Cc3ccco3)c2C)no1	0.8	95	0	100	7	5	7	0	84
36	Cc1ccc(-c2nc(CS(=O)CC(=O)NCCN3CCCCCC3)c(C)o2)cc1 (centres undefined)	-1.5	88	0	103	3	2	9	4	101
37	O=C(c1cc(-c2ccccc2)on1)N1CCCCCC1	-0.4	114	1	95	4	7	0	2	90
38	COC(=O)C1=C(C)NC(=O)NC1c1ccc(N2CCC(c3ccccc3)=N2)cc1 (centres undefined)	-8.7	103	2	93	-1	-5	14	9	87
39	O=C(Nc1ccc(S(=O)(=O)N2CCCCC2)cc1)C1CCN(C(=O)c2ccc(F)cc2)CC1	-0.9	91	0	98	-7	-14	2	-10	100
40	CC(C)NC(=O)NC(=O)COC(=O)c1ccc([N+](=O)[O-])cc1Cl	1.7	109	0	102	6	4	19	2	103

(list continues)
#	smiles	MEX-5 binding	CR mimetic SO	GRK2 inh	CIT2-GFP yeast	GLD-1 TGE inh	MCL1-BIM inh	VLA-4 inh	Bcl-xL primary	AGP1 TOR yeast
41	COc1ccc(C(=O)Nc2nc(C)c(C)s2)cc1OC	0.0	92	0	108	-2	0	16	-1	105
42	CCC(=O)c1ccc(N2CCN(S(=O)(=O)c3ccccc3)CC2)c(F)c1	0.3	104	2	106	-1	7	9	2	101
43	CCOc1ccc(C(=O)NCC(=O)OCc2cc(C(C)=O)ccc2OC)cc1	1.3	99	0	97	8	-11	5	0	92
44	O=C(c1ccco1)N1CCN(Cc2cccc(C(F)(F)F)c2)CC1	-2.1	100	0	106	-7	10	2	5	104
45	COc1ccc(NC(=O)C(=O)NCC2CCCN2S(=O)(=O)c2ccc(C)cc2)cc1 (centres undefined)	5.2	66	0	101	5	4	22	7	103
46	Cc1cccc(Oc2nc3ccccn3c(=O)c2/C=C(\C#N)C(=O)NC2CCS(=O)(=O)C2)c1C (centres undefined)	2.6	92	2	111	3	4	9	2	101
47	Cc1ccc(C(=O)OCC(=O)c2c[nH]c3ccccc23)cc1	-0.3	106	1	99	-1	-23	-2	-1	97
48	COc1ccc(OC)c(NC(=O)CSc2ccc(-c3cccnc3)nn2)c1	2.2	110	0	101	5	-1	8	4	98
49	CCCn1c(N)c(C(=O)CSc2nnc(Cc3ccccc3)o2)c(=O)n(C)c1=O	-4.7	109	2	87	-1	3	10	3	108
50	CCn1ccnc1CN1CCC(CO)(CCOc2ccccc2)CC1	-5.3	92	3	99	-5	-3	10	-5	113
51	N#CCc1ccc(OC(=O)c2cccnc2)cc1	1.3	114	0	89	3	4	3	1	106
52	CC(C)CC(=O)Nc1nc2ccc(S(C)(=O)=O)cc2s1	-0.6	117	1	99	2	-1	-2	2	97
53	O=C(N/N=C/c1ccc2c(c1)OCO2)C1COc2ccccc2O1 (centres undefined)	-0.4	104	3	89	6	-5	17	4	87
54	CC(=O)OC(C)(C)C#CCN1CCCC1	1.6	105	5	99	-3	-2	-12	0	103
55	O=C(CCC1CCCN(c2ncccn2)C1)NCc1ccc(F)c(F)c1 (centres undefined)	1.9	102	0	91	11	-7	3	0	93
56	O=c1[nH]c(CSc2ncc(-c3ccc(F)cc3)n2Cc2ccco2)nc2ccccc12	-2.4	111	0	99	2	4	6	6	95
57	CCOc1ccc(N(CC(=O)OC)S(=O)(=O)c2c(C)noc2C)cc1	1.4	106	4	92	4	-3	6	-2	99
58	O=C(c1cnccn1)N1CCN(c2ccccc2)CC1	1.2	103	0	100	2	1	9	3	98
59	COC1CC(C)NC(=S)N1 (centres undefined)	2.4	115	1	115	2	1	5	6	119
60	Cc1cc(Nc2cccc(Br)c2)c2ccccc2n1	-1.4	108	0	95	-1	-2	-2	4	107
61	CCOC(=O)c1c(S(=O)(=O)Nc2ccc(F)cc2Cl)c(C)n(C)c1C	0.1	92	0	98	9	9	1	10	104
62	COc1cc(/C=C/C(=O)N(C)CC(=O)Nc2ccccc2SC)cc(OC)c1OC	nt	92	2	106	3	nt	-1	nt	103
63	O=C(OCC(=O)c1ccc[nH]1)c1ccc(Br)cc1	nt	114	0	88	4	0	3	2	98

2 compounds from above, reduced to AGP1 TOR yeast.
no. | SMILES | AGP1 TOR yeast
54 | CC(=O)OC(C)(C)C#CCN1CCCC1 | 103
55 | O=C(CCC1CCCN(c2ncccn2)C1)NCc1ccc(F)c(F)c1 (centres undefined) | 93

Assay outcomes: PubChem BioAssay, several laboratories
